IMPase Li cell: IMPase inhibition in cells with lithium potentiation; 210,000 tested, 0.35% active; CHO-M1 cells, IP1 TR-FRET (IP-One), carbachol + lithium; AID 1457; Potency, µM (series often up to 59.4 µM), for inactives: at the top dose activity, negative = IMPase inhibition, hits mostly inhibitors;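 note: IP1 builds up when IMPase is blocked and the TR-FRET signal falls; plate controls were basal vehicle for no effect and high inhibitor control for full effect; nearly all actives have a fitted effect of over 50% in size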
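Concentration–response in CHO-M1 cells, lithium-potentiated; 30 min at 37C. IP1 detected by competitive TR-FRET after 10 min lysis at RT. Hill-fitted AC50.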
RECQ1 inh: RECQ1 (human) helicase inhibition; RECQ1 DNA unwinding, red fluorescence kinetic read; P46063; 240,000 tested, 0.54% active; Potency, µM (series often up to 57.3 µM), inactives show top-dose activity, negative = inhibition, usual class: inhibitors; AID 2549;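 note: plate controls were vehicle for no effect and no enzyme for full effect; nearly all actives have a fitted effect of over 30% in size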
Target sequence (P46063 whole entry, looked up): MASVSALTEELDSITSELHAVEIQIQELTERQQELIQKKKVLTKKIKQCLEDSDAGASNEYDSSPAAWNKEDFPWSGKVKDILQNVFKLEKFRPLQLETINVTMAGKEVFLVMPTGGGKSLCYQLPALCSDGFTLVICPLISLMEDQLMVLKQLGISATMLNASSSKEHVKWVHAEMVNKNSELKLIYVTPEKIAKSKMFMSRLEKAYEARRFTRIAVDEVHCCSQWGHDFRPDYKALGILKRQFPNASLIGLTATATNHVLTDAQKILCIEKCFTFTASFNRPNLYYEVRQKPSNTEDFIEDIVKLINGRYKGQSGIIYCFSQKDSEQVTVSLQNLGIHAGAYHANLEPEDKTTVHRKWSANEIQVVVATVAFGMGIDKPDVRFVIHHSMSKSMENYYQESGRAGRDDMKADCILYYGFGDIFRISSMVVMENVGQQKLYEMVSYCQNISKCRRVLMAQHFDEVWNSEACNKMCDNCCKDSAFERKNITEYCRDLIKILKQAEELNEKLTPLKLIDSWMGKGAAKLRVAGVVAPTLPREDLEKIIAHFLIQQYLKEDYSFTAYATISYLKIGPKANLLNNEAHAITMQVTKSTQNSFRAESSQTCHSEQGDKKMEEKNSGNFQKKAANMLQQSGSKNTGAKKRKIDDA
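RECQ1T1 50 nM; forked duplex (20 bp + 30-nt ss tails) 200 nM, ATP 2 mM final; pH 8.0, 2 mM MgCl2, 2.5 ug/ml poly(dI-dC); 15 min compound preincubation; discontinuous kinetic read over 2 h at RT.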
NPSR antagonist: antagonists of human neuropeptide S receptor cAMP signaling | Q6W5P4 | CHO-NPSR cells, cAMP TR-FRET, antagonist mode | Potency, µM (top dose mostly 38.3 µM), for the others: at the top dose activity change, negative = inhibition, usual class: inhibitors | 220,000 tested, 1% active | AID 1461; note: % is set by controls: 0 for no effect and ±100 for the full control effect; nearly all actives have a fitted effect of over 50% in size; many of its hits are not listed in these tables
Epigenetic reg: derepresses silenced GFP reporter in murine cells. murine LDR cells, GFP reporter derepression, 30 h. Potency, µM (highest dose often 53.9 µM), without a hit: at the highest dose GFP activation, usual class: activators. 280,000 tested, 0.2% active. AID 1865; note: % of control where 0% means no effect; nearly all actives have a fitted effect of over 60% in size
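Murine LDR cells carrying a silenced, genomically integrated CMV-driven GFP reporter were exposed to compound for 30 hours at 37 C. After PBS washes, GFP-positive cells (20–120 um objects) were counted by laser-scanning microplate cytometry.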
GoLoco inh red: blocks human Gai1 binding to RGS12 GoLoco peptide, red readout; P63096; Gai1:RGS12 GoLoco peptide FP, rhodamine, 10 min; Potency, µM (highest dose often 61.6 µM), inactives show at the top dose activity, negative = inhibition, usual class: inhibitors; 230,000 tested, 0.44% active; AID 880; active = well fitted inhibition curve with a large enough effect, not every such curve was filed as active; inactive = no such curve, though single readings can be large or run the other way; note: % is set by controls: 0 for no effect and ±100 for the full control effect; nearly all actives have a fitted effect of over 30% in size; many of its hits are not listed in these tables
KDM4E inh: inhibitors of human JMJD2E histone demethylase. AID 2147. Potency, µM (doses to about 57.1 µM), for the others: at the top dose activity change, negative = inhibition, actives largely listed as inhibitors. JMJD2E catalytic domain, FDH-coupled NADH fluorescence (FDH is formaldehyde dehydrogenase). B2RXH2. 230,000 tested, 1.6% active; active = well fitted inhibition curve with a large enough effect, not every such curve was filed as active; inconclusive = small, poorly fitted or top-dose-only effect, or another doubt; inactive = no such curve, though single readings can be large or run the other way;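 note: 0% = wells with enzyme and -100% = buffer wells without enzyme; nearly all actives have a fitted effect of over 50% in size; many of its hits are not listed in these tables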
Target sequence (B2RXH2 1-337 limits assumed): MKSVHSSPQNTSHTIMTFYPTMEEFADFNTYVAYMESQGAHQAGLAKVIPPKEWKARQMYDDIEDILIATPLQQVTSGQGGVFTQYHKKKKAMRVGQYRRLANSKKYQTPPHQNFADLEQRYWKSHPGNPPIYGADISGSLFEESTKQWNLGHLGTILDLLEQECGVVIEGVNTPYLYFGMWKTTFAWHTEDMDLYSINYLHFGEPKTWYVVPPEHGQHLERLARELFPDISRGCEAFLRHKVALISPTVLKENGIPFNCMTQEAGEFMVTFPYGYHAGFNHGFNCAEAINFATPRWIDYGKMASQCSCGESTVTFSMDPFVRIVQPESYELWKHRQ
SMN2 splice up: enhancers of SMN2 splice variant expression; Potency, µM (highest dose often 46.1 µM), for inactives: at the top dose activity change, positive = activation, usual class: activators; 210,000 tested, 2.8% active; HEK293 SMN2-luciferase splicing reporter, luminescence, 30-36 h; AID 1458; note: % of control where 0% means no effect; nearly all actives have a fitted effect of over 55% in size
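HEK293 cells carry an SMN2 minigene-luciferase reporter in which exon 7 inclusion puts luciferase in frame. Cells were seeded at 2000 cells/well, attached for 10-12 hours, then exposed to compounds for 30-36 hours at 37C before ONE-Glo luminescence.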
Luc counter: blocks Kinase-Glo luciferase, a counter-screen artifact. 200,000 tested, 0.28% active. Kinase-Glo luciferase, ATP luminescence, 8 min. Potency, µM (top dose mostly 38.3 µM), for the others: at the highest dose activity change, negative = inhibition, hits mostly inhibitors. Q27757; note: % is set by controls: 0 for no effect and ±100 for the full control effect; nearly all actives have a fitted effect of over 60% in size
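Compounds were added to a substrate mix at pH 7.2 (50 mM imidazole, 10 uM ATP, within the enzyme's linear range), followed by Kinase-Glo detection reagent; luminescence was measured after 8 minutes at ambient temperature.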
* hit, by the source's call; i = inactive; ? = inconclusive; nt = not tested or not shown; [ ] = dose if it differs, or a comment. Unless noted, calls come from the whole dose curve; as a rule, active = well fitted curve in the direction sought with a large enough effect; inconclusive = small, poorly fitted or top-dose-only effect, or another doubt; inactive = no such curve, though single readings can be large; an effect the other way counts as inactive or inconclusive. Potency is the fitted concentration of half-maximal effect.

1) Cc1nc(C)c(C(=O)NNS(=O)(=O)c2ccc3ccccc3c2)s1
2) Nc1nc(-c2ccc(Cl)cc2)c(N=Nc2ccc(S(=O)(=O)N3CCOCC3)cc2)s1
3) COc1ccc(N2CCN(CCCNC(=O)C3CCCN(S(=O)(=O)c4c(C)n[nH]c4C)C3)CC2)cc1 (stereo unspecified)
4) NC(N)=NS(=O)(=O)c1ccc(NC(=S)NC(=O)c2sc3ccccc3c2Cl)cc1
5) Cc1nn(-c2ccccc2)c(Cl)c1/C=C(\CC(=O)O)c1nc2ccccc2s1
compound no.	1	2	3	4	5
IMPase Li cell	15%	8%	5%	-19%	3%[38.3 µM]
RECQ1 inh	-2%	0%	-7%	-15%	7%
NPSR antagonist	16%	-56%	7%	21%	-16%[46.1 µM]
Epigenetic reg	-0.1%	0.0%	-0.3%	-0.1%	1.0%
GoLoco inh red	2%	15%	-1%	-1%	-4%
KDM4E inh	-8%	-9%	0%	-3%	-5%
SMN2 splice up	-65%[inhibitor]	-9%	nt	-32%[inhibitor]	14%
Luc counter	0%	-15%	nt	0%	-3%

6) CCCCc1cc(=O)oc2cc(C)cc(OCC(=O)O)c12
7) O=C(NCc1ccccn1)c1ccc(N2CCCC2)c([N+](=O)[O-])c1
8) O=S(=O)(Cc1ccccc1)N=Nc1c(O)[nH]c2ccc(Br)cc12
9) CC1CCCC(NC(=S)Nc2cccc(S(=O)(=O)N(C)C)c2)C1C (stereo unspecified)
10) CC1(C)Cc2cccc(OCC(=O)NC3CC3)c2O1
compound no.	6	7	8	9	10
IMPase Li cell	nt	11%	nt	13%	11%[38.3 µM]
RECQ1 inh	-18%	i	7%	-5%	-4%
NPSR antagonist	1%[46.1 µM]	6%	4%	-11%	0%[46.1 µM]
Epigenetic reg	-8.9%	-1.9%	-1.1%	1.1%	-0.7%
GoLoco inh red	nt	0%	2%	12%	-6%
KDM4E inh	?	1%	-11%	-4%	-2%
SMN2 splice up	nt	0%	nt	-2%	5%
Luc counter	nt	1%	nt	3%	-2%

11) Cn1ccnc1C1CCCCN1Cc1nc(Cc2ccccc2F)no1 (stereo unspecified)
12) COc1ccc(C2C(=O)c3ccccc3C2=O)c(OC)c1
13) O=C(CSc1nnc2ccccn12)Nc1nsc(-c2ccccc2)n1
14) CC(C)C(NC(=O)c1cccs1)C(=O)NC1=NCCS1 (stereo unspecified)
15) O=C(Nc1nc2ccccc2s1)C1CCCO1 (stereo unspecified)
compound no.	11	12	13	14	15
IMPase Li cell	nt	15%[38.3 µM]	-3%	22%[38.3 µM]	-11%[38.3 µM]
RECQ1 inh	-11%	i	?	7%	-6%
NPSR antagonist	-6%	-12%[46.1 µM]	1%	13%[46.1 µM]	-10%[46.1 µM]
Epigenetic reg	1.2%	5.0%	-3.0%	0.0%	-6.5%
GoLoco inh red	1%	2%	9%	1%	4%
KDM4E inh	-3%	-4%	9%	9%	-4%
SMN2 splice up	nt	-4%	11%	-2%	13µM*
Luc counter	nt	4%	-3%	-1%	-2%

16) Cc1ccc(S(=O)(=O)Nc2nc3c(s2)C(=O)CC(C)(C)C3)cc1
17) CSCc1ccc(C(=O)NCc2ccc(F)cc2)cc1
18) CCOc1ccc(N(CC(=O)Nc2nccs2)S(=O)(=O)c2c(C)[nH]c(=O)[nH]c2=O)cc1
19) COc1ccc(C(=O)Oc2cc(OC)cc(OC)c2C(C)=O)cc1
20) Cc1ccc(NC(=O)CS(=O)(=O)c2cn(CC(=O)N3CCOCC3)c3ccccc23)cc1
compound no.	16	17	18	19	20
IMPase Li cell	-16%	3%	-4%	-2%	-4%
RECQ1 inh	i	0%	i	17%[11.5 µM]	-3%
NPSR antagonist	-14%	2%	14%	3%	14%
Epigenetic reg	-6.4%	0.0%	2.6%	0.0%[10.1 µM]	-2.6%
GoLoco inh red	32%[activator]	4%	-3%	54%[activator]	6%
KDM4E inh	-10%	-7%	0%	0%	3%
SMN2 splice up	-9%	13%	3%	-1%	0%
Luc counter	4%	-1%	0%	3%	0%

21) COc1ccc(OC)c(/C=C/C(=O)Nc2ccc(OC)nc2)c1
22) Cc1nc2ccccc2c(=O)n1Cc1ccco1
23) O=C(OCC1CC(c2ccccc2)=NO1)c1ccco1 (stereo unspecified)
24) COC(=O)C1=CN(Cc2ccc(OC)c(OC)c2)C=C(C(=O)OC)C1c1cccs1
25) CCn1cc(C(=O)N2CCN(c3cccc(C)c3C)CC2)c(=O)c2ccc(C)nc21
compound no.	21	22	23	24	25
IMPase Li cell	-6%	nt	nt	13%	nt
RECQ1 inh	?	7%	22%	-16%	-4%
NPSR antagonist	-2%	-8%	7%	-17%	-2%
Epigenetic reg	-0.1%	3.8%	0.0%	-0.1%	4.4%
GoLoco inh red	6%	10%	7%	13%	8%
KDM4E inh	?	14%	-1%	?	1%
SMN2 splice up	-4%	nt	nt	-10%	nt
Luc counter	-1%	nt	nt	0%	nt

26) CN(C(=O)COC(=O)c1ccc(NS(=O)(=O)c2cccs2)cc1)C1CCCCC1
27) Cc1csc(NC(=O)CSc2nnc(-c3cccs3)n2C)n1
28) Cc1ccccc1N=Nc1ccc(O)c2ncccc12
29) CC(C)(C)N1CCC1C(N)=O (stereo unspecified)
30) COC(=O)c1c(C)[nH]c(C(=O)CSc2ccc(Cl)cc2)c1C
compound no.	26	27	28	29	30
IMPase Li cell	4%	nt	-5%	nt	25%[38.3 µM]
RECQ1 inh	i	-11%	-3%	0%	-4%
NPSR antagonist	-7%	-5%[46.1 µM]	-6%	-17%	-6%[46.1 µM]
Epigenetic reg	-1.8%	-6.0%	-1.8%	0.0%	-1.0%
GoLoco inh red	2%	nt	10%	3%	2%
KDM4E inh	18%	-10%	-25%	7%	-2%
SMN2 splice up	-20%	nt	-103%[inhibitor]	nt	11µM*
Luc counter	2%	nt	-1%	nt	0%

31) Nc1nonc1C(=O)N1CCCC1
32) COc1ccccc1CCNC(=O)NC1CCCCC1
33) C=CCN1C(=O)CS/C1=N\N=C\c1cccc([N+](=O)[O-])c1
34) CCOC(=O)Nc1ccc2nc3n(c(=O)c2c1)CCCCC3
35) Cc1nn(-c2ccccc2)c(N2CCCC2)c1/C=N/NC(=O)c1cc(-c2ccccn2)nc2ccccc12
compound no.	31	32	33	34	35
IMPase Li cell	3%	nt	-8%	3%	5%
RECQ1 inh	0%	-9%	-2%	-12%	-18%
NPSR antagonist	9%	-9%	4%	8%	-28%[46.1 µM]
Epigenetic reg	22%	0.5%	0.6%	0.8%	0.0%
GoLoco inh red	60%[activator]	-5%	-10%	7%	12%
KDM4E inh	-2%	11%	6%	?	-3%
SMN2 splice up	5%	nt	0%	?	-33%[inhibitor]
Luc counter	2%	nt	5%	2%	-1%

36) Cc1ccccc1-n1nc(C)c2cc(C(=O)NC3CC3)sc21
37) COc1ccc(CN2C(=O)CN(C3CCCCCC3)C(=O)C2c2ccc(OC)c(OC)c2)cc1 (stereo unspecified)
38) Cc1ccc(-c2cc(Cc3ccncc3)c(=O)[nH]n2)cc1
39) Cc1csc(NC(=O)c2c(O)c3c(n(CC(C)C)c2=O)CCCC3)n1
40) Cc1cccc(-c2csc(N)c2C(=O)OC(C)C)c1
compound no.	36	37	38	39	40
IMPase Li cell	-6%[38.3 µM]	-9%[38.3 µM]	nt	25%[38.3 µM]	4%
RECQ1 inh	-8%	-6%	7%	1%	-5%
NPSR antagonist	-19%[46.1 µM]	-24%[46.1 µM]	4%	-22%[46.1 µM]	2%[46.1 µM]
Epigenetic reg	1.4%	0.0%	1.6%	1.8%	3.5%
GoLoco inh red	-14%	-112%	0%	2%	-6%
KDM4E inh	-8%	7%	-1%	4%	-15%
SMN2 splice up	15%	-10%	nt	-33%[inhibitor]	-12%
Luc counter	-1%	0%	nt	1%	0%

41) CCO[C@H]1OC(C(=O)N2CCN(C)CC2)=C[C@@H](c2coc3ccccc3c2=O)[C@@H]1CCCO
42) COc1ccc(CNC(=O)C(OC(=O)c2nsc(Cl)c2Cl)C(C)C)cc1 (stereo unspecified)
43) CC(=O)NC(C)C(=O)OCC(=O)c1ccc(-c2ccccc2)cc1 (stereo unspecified)
44) CCOC(=O)C1CCCCN1Cc1cccc(C(F)(F)F)c1 (stereo unspecified)
45) COc1ccc(N2CCc3c(C)nc4c(OC)cc(OC)cc4c32)c(OC)c1
compound no.	41	42	43	44	45
IMPase Li cell	3%	6%	1%	7%[38.3 µM]	4%[38.3 µM]
RECQ1 inh	1%	20%	i	-3%	-3%
NPSR antagonist	-19%	-14%	11%	3%[46.1 µM]	-6%[46.1 µM]
Epigenetic reg	-1.5%	2.1%	-0.3%	-4.3%	1.0%
GoLoco inh red	6%	2%	9%	3%	6%
KDM4E inh	9%	-9%	?	6%	-4%
SMN2 splice up	nt	10%	7%	-15%	-36%[inhibitor]
Luc counter	nt	-6%	3%	6%	1%

Source: PubChem BioAssay

Only part of the results is shown; the hit share may differ from the screen's.
